Source: PubChem BioAssay
APEX1 inh – APE1 (human) endonuclease inhibition. P27695. recombinant APE1, TAMRA/BHQ-2 abasic DNA cleavage fluorescence. Potency, µM (series often up to 65.8 µM), for the others: top-dose activity change, negative = inhibition, most hits filed as inhibitors. 0.35% of 350,000 active. AID 2517;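 further: plate controls were vehicle for no effect and reference inhibitor for full effect; nearly all actives have a fitted effect of over 55% in size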
Target sequence (P27695 whole entry, looked up): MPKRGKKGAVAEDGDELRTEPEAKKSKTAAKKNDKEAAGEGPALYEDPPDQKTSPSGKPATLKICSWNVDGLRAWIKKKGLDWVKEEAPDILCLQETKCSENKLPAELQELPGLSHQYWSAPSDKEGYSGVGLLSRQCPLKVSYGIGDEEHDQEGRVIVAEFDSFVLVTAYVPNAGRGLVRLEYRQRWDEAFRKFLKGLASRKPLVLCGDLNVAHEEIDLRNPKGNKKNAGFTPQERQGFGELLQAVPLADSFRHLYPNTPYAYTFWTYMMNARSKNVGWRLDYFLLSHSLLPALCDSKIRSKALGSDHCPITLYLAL
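Enzyme (0.75 nM final) and test compound are incubated 15 min at room temperature before adding 50 nM quenched THF abasic-site duplex. Cleavage dequenches TAMRA, followed at 525/598 nm over three reads one minute apart.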
JMJD2A Tudor – inhibitors of human JMJD2A Tudor domain. O75164. AlphaScreen JMJD2A-Tudor / H3K4me3 peptide binding. Potency, µM (highest dose often 114 µM), without a hit: at the top dose activity change, negative = inhibition, actives largely listed as inhibitors. 4.4% of 390,000 active. AID 504339; further: on the % scale 0 is the no-effect control and ±100 the full control effect; nearly all actives have a fitted effect of over 50% in size
POLK inh – blocks human DNA polymerase kappa activity; AID 588579; Q9UBT6; 0.53% of 400,000 active; Potency, µM (top dose mostly 107 µM), without a hit: at the highest dose activity, negative = inhibition, hits mostly inhibitors; purified Pol kappa, fluorescent DNA synthesis assay, 10 min; further: on the % scale 0 is the no-effect control and ±100 the full control effect
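Pol kappa 10 nM + cpd, 15 min RT; start w/ substrate 50 nM final; fluorescence kinetic read, 0 and 10 min. Neg ctrl: buffer, no enzyme.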
BLM helicase inh – inhibitors of human Bloom syndrome helicase BLM; P54132; recombinant BLM DNA unwinding, fluorescence dequenching; Potency, µM (titrated, usually from 56.1 µM), for inactives: top-dose activity change, negative = inhibition, actives largely listed as inhibitors; 0.2% of 350,000 active;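 further: plate controls were vehicle for no effect and no enzyme for full effect; nearly all actives have a fitted effect of over 35% in size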
G9a inh – blocks human histone lysine methyltransferase G9a. Q96KQ7. G9a H3K9 monomethylation, AlphaScreen, 2 h. Potency, µM (titrated, usually from 102 µM), without a hit: top-dose activity, negative = inhibition, hits mostly inhibitors. 8.8% of 350,000 active. AID 504332; further: on the % scale 0 is the no-effect control and ±100 the full control effect; nearly all actives have a fitted effect of over 75% in size
Target sequence (Q96KQ7 913-1193 limits assumed): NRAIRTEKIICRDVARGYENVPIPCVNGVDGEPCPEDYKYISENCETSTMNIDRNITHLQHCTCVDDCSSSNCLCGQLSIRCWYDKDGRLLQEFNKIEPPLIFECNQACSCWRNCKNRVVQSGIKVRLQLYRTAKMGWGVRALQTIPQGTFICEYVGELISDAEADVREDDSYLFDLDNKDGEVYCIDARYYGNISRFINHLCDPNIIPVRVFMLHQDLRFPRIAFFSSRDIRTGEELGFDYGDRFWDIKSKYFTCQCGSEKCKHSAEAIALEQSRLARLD
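Enzyme 20 nM + cpd, 15 min RT; add b-H3K9 pep 500 nM / SAM 20 uM; 2 h RT; anti-H3K9me1 Ab 0.5 ug/mL + SA donor / anti-rabbit acceptor beads 20 ug/mL each, 10 min; AlphaScreen read.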
POLI inh – blocks human DNA polymerase iota activity; Q9UNA4; Pol iota fluorescent replication assay, 10 min; Potency, µM (highest dose often 115 µM), without a hit: top-dose activity, negative = inhibition, actives largely listed as inhibitors; 1% of 390,000 active; AID 588590
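Pol iota at 10 nM preincubated 15 min with compounds at room temperature; reaction started with fluorescent substrate, 50 nM final. Fluorescence read kinetically at 0 and 10 min; buffer-only wells as negative control.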
POLB inh – DNA polymerase beta (human) inhibition. 1.3% of 340,000 active. Potency, µM (doses to about 114 µM), without a hit: at the highest dose activity change, negative = inhibition, hits mostly inhibitors. Pol beta primer extension/strand displacement, fluorescence kinetic. P06746; further: on the % scale 0 is the no-effect control and ±100 the full control effect
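Pol beta (10 nM) and compounds were preincubated 15 min at room temperature, then 50 nM substrate (final) started primer extension/strand displacement. Reads were taken at 0 and 10 min; concentration-response data were fitted to a four-parameter Hill equation.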
BAZ2B block – blocks human BAZ2B | 4.4% of 360,000 active | AlphaScreen BAZ2B-H3K14Ac peptide displacement | AID 504333 | Potency, µM (titrated, usually from 114 µM), inactives show at the highest dose activity change, negative = inhibition, hits mostly inhibitors | Q9UIF8; further: on the % scale 0 is the no-effect control and ±100 the full control effect; nearly all actives have a fitted effect of over 60% in size
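Inhibition is scored as reduced AlphaScreen emission. The BAZ2B/b-H3(5-23)K14Ac complex (50 nM each) in PBS pH 7.4, 0.01% Tween-20 meets compound (up to 110 uM) for 30 min at RT before bead addition.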
Pol eta inh – DNA polymerase eta (human) inhibition. Q9Y253. 1.2% of 390,000 active. recombinant Pol eta, fluorescent DNA replication assay. Potency, µM (doses to about 114 µM), inactives show at the top dose activity change, negative = inhibition, most hits filed as inhibitors. AID 588591; further: on the % scale 0 is the no-effect control and ±100 the full control effect
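Pol eta (10 nM) was preincubated with compounds for 15 min at room temperature, after which fluorescent replication substrate (50 nM final) was added to start the reaction. Fluorescence was read kinetically at 0 and 10 min.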
Numbers without * were called inactive; ? = inconclusive; . = no result given; [ ] = dose if it differs, or a comment. The call rests on the fitted dose curve; in most records, active means well fitted curve in the direction sought with a large enough effect; inconclusive means small, poorly fitted or top-dose-only effect, or another doubt; inactive means no such curve, though single readings can be large; an effect the other way counts as inactive or inconclusive. Potency means the concentration at half of the fitted maximal effect.

SMILES	APEX1 inh	JMJD2A Tudor	POLK inh	BLM helicase inh	G9a inh	POLI inh	POLB inh	BAZ2B block	Pol eta inh
Cc1cccc[n+]1CC(=O)c1ccccc1	10%	7%	-2%	-2%	14%	106%[activator]	33%	-3%	-18%
CCCNC(=O)c1c(N)n(-c2ccc3c(c2)OCO3)c2nc3ccccc3nc12	-3%	1%	-15%	-2%	?	3%	1%	-26%	-5%
COCCOC(=O)c1c(C)oc2c1cc(NS(=O)(=O)c1ccc(Cl)c(C)c1)c1ccccc12	.	-17%	0%	-5%	-30%[59 µM]	3%	1%	-12%	-13%
Cn1cncc1C#Cc1c(-c2ccc(S(C)(=O)=O)cc2)sc2ccccc12	-26%	-12%	15%	.	.	8%	.	.	-10%
Cc1ccc(CNc2ccc3c(c2)ncn3C(C)C)cc1	-2%	?	7%	-3%	11µM*	-5%	-13%	35µM*	-20%
CCc1ccc(S(=O)(=O)NC(CC(=O)O)c2ccccc2)cc1 (stereo not given)	5%	-15%	2%	-1%	19%[59 µM]	32%[activator]	-4%	34%	-9%
NS(=O)(=O)c1ccc(NC(=S)NC(=O)c2cccs2)cc1	25%	-16%	8%	0%	.	8%	19%	-18%	-1%
Cc1ccc(C(C)NC(=S)NCc2ccc(F)cc2)c(C)c1 (stereo not given)	15%	-3%	-25%	-10%	71%[activator]	-15%	2%	?	-16%
CC(C)(C)OC(=O)N(CCc1ccccc1)Cc1cccc(OCc2cccc(NC(=O)C3CC3)c2)c1	.	-12%	5%	.	.	-7%	.	.	-19%
Nc1nc2c([N+](=O)[O-])cccc2s1	-2%	-7%	-9%	3%	1%	1%	7%	-18%	-3%
C=CCOc1cccc(C(=O)N2CCCC(Nc3ccc(F)cc3)C2)c1 (stereo not given)	.	?	-15%	.	.	-10%	.	.	-15%
Cc1ccc(S(=O)(=O)CCC(=O)OCc2ccc(Cl)c(Cl)c2)cc1	4%	44%[activator]	-16%	-2%	27%[59 µM]	-6%	-2%	32%	-6%
O=C(CSc1ccc2ccccc2c1)NCCc1ccc(O)c(O)c1	-8%	7.9µM*	-2%	2%	2.5µM*	41%[activator]	?	.	-7%
COc1ccccc1C(=O)Nc1ccc(NC(=O)c2ccco2)c(C)c1	4%	14%	1%	0%	39%[activator]	?	-2%	-31%[57.1 µM]	-7%
COC(=O)c1cc2ccsc2n1Cc1nc(-c2ccc(Cl)cc2)oc1C	-2%	-6%	-7%	-4%	4%	-17%	27%	13%	1%
O=C(Cc1cccs1)N/N=C/C=C\c1ccccc1[N+](=O)[O-]	-4%	-10%	5%	-1%	2%	86%[activator]	21%	.	-19%
Cc1noc(C)c1COC(=O)c1cc(S(=O)(=O)N2CCOCC2)ccc1F	29%	2%	-1%	.	9%[59 µM]	-2%	.	-4%	-12%
COc1cc2c(cc1OC)CN(CC(=O)Nc1ccccc1C(=O)NCc1ccccc1)CC2	0%	-30%	4%	-1%	14%	-8%	32%	?	-12%
COc1ccccc1NC(=O)c1nnn(-c2ccc(F)cc2)c1C	.	-5%	6%	-4%	11%[59 µM]	4%	29%	1%	-20%
COc1cc(OC)cc(-n2nc(C(=O)N3CC(C)CC(C)C3)c3ccccc3c2=O)c1 (stereo not given)	3%	-19%	-6%	-4%	-9%[59 µM]	2%[58.9 µM]	14%	3%	-24%
CC(C)n1nc(CC(=O)O)c2ccccc2c1=O	3%	-21%	-8%	0%	-5%[12.7 µM]	39%[activator]	32%[activator]	-12%	-1%
Cc1ccc(CNC(=O)c2c(O)nc3c(C)cccn3c2=O)cc1	.	-4%	14%	-10%	-11%[59 µM]	-3%	1%	0%	-9%
Cc1cc(C(=O)N/N=C/c2ccc3c(c2)OCO3)c(C)n1-c1ccc(F)cc1	?	-4%[57.1 µM]	-12%	-3%	?	131%[activator]	-2%	-30%	-30%
CC(Oc1ccc(Br)cc1)C(=O)NNC(=O)CCN1CCN(c2ccccc2)CC1 (stereo not given)	-3%	-15%	-15%	.	?	-13%	.	-31%	-14%
CCNC(=S)NNc1nnc(-c2ccccc2)c(-c2ccccc2)n1	-4%	-28%	-8%	3%	-1%[0.501 µM]	11%	-1%	-5%	-5%
COc1ccccc1NC(=O)C(C)Sc1nnnn1C (stereo not given)	-1%	-7%	-5%	0%	17%[59 µM]	14%	8%	.	-2%
Cc1ccc2cccc(NC(=S)NC(=O)c3ccn(C)n3)c2n1	-4%	-27%	-16%	-18%	?	3%	12%	-5%	4%
COc1ccc2c(c1)c1c(c(=O)n(Cc3ccccc3)c(=O)n1Cc1ccccc1Cl)n2C	.	18%	-5%	-1%	10%[59 µM]	20%	0%	-5%	-3%
CC(C)(C(=O)c1ccccc1)/[N+]([O-])=C/c1ccc(F)cc1	.	-1%	-3%	.	.	-1%[58.9 µM]	.	.	-12%
CC(C)n1cc(CN2CCC(C(=O)Nc3cccc(-c4cccc(Cl)c4)c3)CC2)cn1	-9%	?	1%	-1%	-13%	49%[activator]	-23%	-26%	-18%
Cc1ccc(S(=O)(=O)N(C)c2ccccc2C(=O)N2CCOCC2)cc1	18%	-2%	1%	-5%	34%	20%	-1%	-8%	-7%
CN(C)c1ccc(-c2ccccc2)nn1	5%	-1%	-6%	-1%	-2%	11%	4%	6%	-6%
CC(C)(C)C1CCc2c(sc(NC(=O)c3cc(C4CC4)on3)c2C#N)C1 (stereo not given)	-1%	-22%	-4%	-2%	79µM*	6%	15%	-3%	-7%
O=c1[nH]c(O)c(/C=C2\C=Nc3ccccc32)[nH]1	-6%	-9%	-1%[60.1 µM]	0%	5%[12.7 µM]	-1%	0%	-13%	-15%
O=c1[nH]c(=O)n(Cc2ccccc2)c2nc(-c3cccs3)n(CCO)c12	6%	-6%	-7%	-10%	5%	-15%	35µM*	1%	-2%
Cc1ccc(-n2ncc3c(=O)[nH]c(SCC(=O)N4CC(=O)Nc5ccccc54)nc32)cc1	-8%	-2%	-12%	.	.	94%[activator]	.	.	-9%
O=C(c1ccc(F)cc1)C1CCN(C(=O)c2c(F)cccc2F)CC1	-10%	-13%	-6%	1%	5%	26%	0%	7%	1%
N#Cc1ccccc1Cn1c(SCC(=O)NCc2ccccc2)nc2ccccc21	.	-6%	-1%[60.1 µM]	1%	5%[12.7 µM]	12%	-2%	-2%	-16%
C[C@H](CO)N1C[C@H](C)[C@@H](CN(C)S(=O)(=O)c2cccs2)Oc2ccc(NC(=O)C3CC3)cc2C1=O	14%	-13%	0%	.	.	29%	.	.	-19%
Fc1ccc(-n2cc(-c3ccccc3)c3c(NN4CCOCC4)ncnc32)cc1	-2%	?	-15%	-4%	-30%[59 µM]	16%	5%	?	-18%
COc1ccc2cc3cc(C(=O)NCc4cccs4)oc3nc2c1	1%	-29%[57.1 µM]	-23%	-23%	-2%[59 µM]	?	22µM*	-33%	?
Cc1nc(/C(N)=N/OC(=O)c2ccccc2Cl)c(C(F)(F)F)o1	3%	5%	-1%	-4%	31%	10%	-2%	4%	5%
CCOc1ccccc1NC(=O)c1cccc(NC(=O)C2CCCC2)c1	14%	-13%	-4%	-6%	4%	-20%	?	5%	-15%
COc1ccc(C2CCCCCN2Cc2nc3ccccc3c(=O)n2CC(N)=O)cc1 (stereo not given)	21%	-14%	-11%	1%	16%	-1%	1%	-13%	-15%
CCOc1ccccc1N1CCN(C(=O)c2ccc(S(=O)(=O)Nc3ccccc3)cc2)CC1	36%	-22%	7%	.	26%[12.7 µM]	-15%	.	-33%	-15%

One compound at a time, as listed above. Order of values: APEX1 inh	JMJD2A Tudor	POLK inh	BLM helicase inh	G9a inh	POLI inh	POLB inh	BAZ2B block	Pol eta inh
O=c1[nH]c(O)c(/C=C2\C=Nc3ccccc32)[nH]1 reads -6%	-9%	-1%[60.1 µM]	0%	5%[12.7 µM]	-1%	0%	-13%	-15%
Cc1ccc(S(=O)(=O)N(C)c2ccccc2C(=O)N2CCOCC2)cc1 reads 18%	-2%	1%	-5%	34%	20%	-1%	-8%	-7%
C[C@H](CO)N1C[C@H](C)[C@@H](CN(C)S(=O)(=O)c2cccs2)Oc2ccc(NC(=O)C3CC3)cc2C1=O reads 14%	-13%	0%	.	.	29%	.	.	-19%

POLB inh, hit marks shown above
SMILES	APEX1 inh	JMJD2A Tudor	POLK inh	BLM helicase inh	G9a inh	POLI inh	POLB inh	BAZ2B block	Pol eta inh
O=c1[nH]c(=O)n(Cc2ccccc2)c2nc(-c3cccs3)n(CCO)c12	6%	-6%	-7%	-10%	5%	-15%	35µM*	1%	-2%
COc1ccc2cc3cc(C(=O)NCc4cccs4)oc3nc2c1	1%	-29%[57.1 µM]	-23%	-23%	-2%[59 µM]	?	22µM*	-33%	?

Going on with the list:
SMILES	APEX1 inh	JMJD2A Tudor	POLK inh	BLM helicase inh	G9a inh	POLI inh	POLB inh	BAZ2B block	Pol eta inh
CCCCN1C(N)=NC[C@@H]1CCCCN	.	-10%	-12%	.	.	5%	.	.	-4%
O=C(/C=C/NNC(=O)c1ccccc1)c1ccc(Br)cc1	?	-26%	-2%	-12%	-41%	-6%	3%	?	0%
Cn1c(=O)c2c(SCc3ccccn3)nc(C3CC3)nc2n(C)c1=O	-3%	-16%	-22%	-1%	?	-8%	-4%	-2%	-9%
COc1ccc(NC(=O)CSc2ccc3nc(-c4ccccc4)cn3n2)cc1OC	.	-11%	-12%[60.1 µM]	-4%	?	3%	0%	10%	-2%
O=C(Cc1c(F)cccc1Cl)N(Cc1ccccc1)c1ccccn1	-1%	16%	-5%	-1%	15%	6%	-12%	-2%	3%
CC1=C(c2ccc(C)c(C)c2)S(=O)(=O)N=C1N1CCC(C(=O)NC(C)c2ccccc2)CC1 (stereo not given)	.	-13%	-6%	-2%	-1%[59 µM]	-9%	2%	-9%	.
CCc1noc(C)c1C(=O)OCC(=O)N(C)c1c(N)n(Cc2ccccc2)c(=O)[nH]c1=O	9%	-1%	-8%	.	50µM*	23%	.	10%	-9%
CN1C(=O)c2ccccc2Sc2ccc(NC(=O)Nc3ccccc3F)cc21	.	-24%	-5%	-12%	-40%[59 µM]	10%	-6%	-17%	-18%
COc1cccc(CNC(=O)c2ccc(Cl)c(S(=O)(=O)N3CCOCC3)c2)c1	-9%	-15%	-11%	.	1%[2.33 µM]	?	.	-24%	0%
Cc1ccc(NC(=O)c2nc[nH]c2C(=O)NC2CCN(C(=O)OC(C)(C)C)CC2)cc1	2%	-19%	-11%	.	.	-21%	.	.	-5%

A portion of the library; rates above refer to the full screens.
